From PubChem
M. tuberculosis HTS = M. tuberculosis growth inhibition, HTS (AID 449762). inhibition, % at 25 µM, or IC50 in µM where a hit was titrated. 330,000 compounds, 0.59% hits. M. tuberculosis H37Rv growth inhibition, 7H9 media; higher % means a stronger effect; in the data active means a potency from the dose series; inconclusive means inhibition above about 70% without an active follow-up result;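 further: bacterial growth assessed after seven days of incubation; strong numbers were not always called active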
Salmonella PhoP GFP = PhoP regulon inhibitors, Salmonella typhi PhoP promoter GFP reporter, confirmatory (AID 1850); Salmonella Typhi PhoP-promoter GFP reporter, fluorescence, 4 h; higher % means a stronger effect; one-dose inhibition, % at 50 µM; IC50 in µM for titrated hits; 310,000 compounds, 0.33% hits; in the data active means a potency from the dose series; inconclusive means inhibition mostly from about 25% at the one dose, without a potency; inactive means the rest, 99 in 100 with inhibition below about 19%;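 further: 0% = induced wells with vehicle and 100% = uninduced wells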
M. tuberculosis = growth inhibition of non-replicating M. tuberculosis (AID 488890); Mycobacterium tuberculosis non-replicating, growth inhibition; higher % means a stronger effect; inhibition, % at 25 µM; hits with a dose series show IC50 in µM; 320,000 compounds, 0.39% hits; in the data active means a potency from the dose series; inconclusive means inhibition mostly from about 82% at the one dose, without a potency; inactive means the rest, 99 in 100 with inhibition below about 76%;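 further: plate controls were DMSO cells for no effect and high antibiotic wells for full effect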
influenza NS1A = H1N1 influenza NS1A inhibitors, functional cell based assay (AID 504329) | inhibition, % at 12.5 µM, or IC50 in µM where a hit was titrated | NS1A functional cell-based assay, percent inhibition; higher % means a stronger effect | 340,000 compounds, 0.3% hits; in the data active means a potency from the dose series; inconclusive means inhibition above about 27% without an active follow-up result; further: strong numbers were not always called active
inhibitors of VEEV = inhibitors of VEEV TC-83 cytopathic effect, confirmation, Vero cells (AID 588727) | Vero cells, VEEV TC-83 cytopathic effect inhibition; higher % means a stronger effect | one-dose inhibition, % at 20 µM; IC50 in µM for titrated hits | 350,000 compounds, 0.13% hits; in the data active means a potency from the dose series; inconclusive means inhibition mostly from about 14% at the one dose, without a potency; inactive means the rest, 99 in 100 with inhibition below about 12%; further: strong numbers were not always called active
inhibitors of VEEV 10K pilot screen = second read-out of inhibitors of VEEV, no call of its own (marks repeat the call); inhibition, %; measured here: 10K pilot screen inhibition
* hit, by the source's call; i = inactive; ? = inconclusive; / = no result given; & = joins results of further samples.

A first look:
SMILES	M. tuberculosis HTS	Salmonella PhoP GFP	M. tuberculosis	influenza NS1A	inhibitors of VEEV	others
CCOC(=O)c1sc2nc(C)nc(NCc3ccccc3)c2c1C	12%	2%	12%	0%	3.1%
Nc1cc(Cl)cc2c1-c1ccc(Cl)cc1C2	/	/	/	-2%	2.5%
COc1ccc(C(=O)CNC2=NCCC2)cc1	-4%	13%	-20%	2%	1.9%
COC(=O)[C@@]1(Cc2ccc(F)cc2)[C@H]2c3cc(C(=O)N4CCCC4)n(CCc4c[nH]c5ccc(OC)cc45)c3C[C@H]2CN1C(=O)c1ccccc1	48%	-5%	59%	/	/
Fc1cccc(Cl)c1Cn1nnc2c(NCc3ccccn3)ncnc21	-4%	-4%	17%	10%	7.4%

Results, repeating the preview:
SMILES	M. tuberculosis HTS	Salmonella PhoP GFP	M. tuberculosis	influenza NS1A	inhibitors of VEEV	others
CCOC(=O)c1sc2nc(C)nc(NCc3ccccc3)c2c1C	12%	2%	12%	0%	3.1%
Nc1cc(Cl)cc2c1-c1ccc(Cl)cc1C2	/	/	/	-2%	2.5%
COc1ccc(C(=O)CNC2=NCCC2)cc1	-4%	13%	-20%	2%	1.9%
COC(=O)[C@@]1(Cc2ccc(F)cc2)[C@H]2c3cc(C(=O)N4CCCC4)n(CCc4c[nH]c5ccc(OC)cc45)c3C[C@H]2CN1C(=O)c1ccccc1	48%	-5%	59%	/	/
Fc1cccc(Cl)c1Cn1nnc2c(NCc3ccccn3)ncnc21	-4%	-4%	17%	10%	7.4%
CC(C)c1nnc(N2C(=O)C(O)=C(C(=O)c3cccs3)C2c2ccccc2)s1 (stereo not given)	/	/	/	-1%	0.8%
C(=C\c1ccccc1)/CSc1nnc(-c2cnccn2)n1Cc1ccco1	4%	5%	33%	-5%	0.9%
Cn1c(SCC(=O)NCc2ccco2)nnc1C1CC1	-2%	/	-1%	-7%	1.7%
CC1(C)CC2(C)OC(=N)C1(C#N)C2(C#N)C#N (stereo not given)	29%	2%	-5%	-18%	3.9%
COC(=O)c1ccc(CNC(=O)Cn2cc(C)c(=O)[nH]c2=O)cc1	/	/	/	-4%	0.6%
CN(C)C(=O)c1nnsc1Sc1ccc(Cl)cc1	-3%	2%	67%	-2%	0.9%	inhibitors of VEEV 10K pilot screen=1.0
Cc1cc(C)c(S(=O)(=O)Oc2ccccc2[N+](=O)[O-])c(C)c1	/	/	/	-6%	5.9%
COc1cc(/C=C/C(=O)OCC(=O)N2CCN(C(=O)c3ccco3)CC2)ccc1O	0%	-2%	-12%	4%	1.6%
COc1ccc(N=Nc2c(C)[nH][nH]c2=O)cc1	8%	1%	0%	5%	0.7%
CNC(=O)c1cc2c(=O)n3cccc(C)c3nc2n(C(C)C)c1=N	-5%	13%	5%	-20%	0.3%
O=C(Nc1ccccc1N1CCN(C(=O)c2ccccc2)CC1)c1cccc(Cl)c1	7%	-9%	39%	-5%	4.6%
CCN(c1ccccc1)S(=O)(=O)c1cccc(C(=O)OCC(=O)c2c(N)n(C)c(=O)n(C)c2=O)c1	/	/	/	0%	8.1%
COc1ccccc1N1CCN(C(=O)C2CCC(Cn3c(=S)[nH]c4ccccc4c3=O)CC2)CC1 (stereo not given)	10%	-5%	37%	-14%	i
O=C(NCCc1c[nH]c2ccccc12)/C(=C\c1cccnc1)NC(=O)c1ccccc1Br	-2%	8%	-8%	1%	10%
O=C(Nc1ccc(COc2ccccc2)cc1)Nc1cccc(C(=O)O)c1	6%	-10%	10%	-6%	0.7%
COC(=O)c1ccc(CSc2nc3c(c(=O)n2-c2ccc(C)cc2)SCC3)o1	-6%	-6%	40%	1%	9.1%
COc1cc(Cl)c(C)cc1NC(=O)c1cc(S(=O)(=O)N(C)C)ccc1N1CCCC1	-1%	-5%	-4%	5%	i
CC1CN(c2ccccc2)CCN1C(=O)c1cc(COc2c(F)cccc2F)on1 (stereo not given)	5%	3%	17%	0%	4.8%
CCOc1ccccc1CNC(=O)c1ccc2c(c1)N(CC)CCS2	-3%	-13%	24%	34%	5.6%
O=C(NCCCN1CCOCC1)c1cccc(S(=O)(=O)N2CCc3ccccc3C2)c1	-10%	10%	2%	-3%	i

Additional entries.
SMILES	M. tuberculosis HTS	Salmonella PhoP GFP	M. tuberculosis	influenza NS1A	inhibitors of VEEV	others
N/C(=N\OC(=O)c1cnn(-c2ccccc2)c1C(F)(F)F)c1ccc(C(F)(F)F)cc1	53%	8%	73%	-6%	1.7%
C=CCN(C(=O)c1csnn1)C(C(=O)NCc1ccc(F)cc1)c1ccccc1 (stereo not given)	0%	-7%	-10%	1%	1.1%
CCCC1C(=O)N(c2ccccc2)C1c1ccccc1 (stereo not given)	-10%	-8%	8%	-4%	1.4%	inhibitors of VEEV 10K pilot screen=0.3
O=C(c1ccc(N2CCN(S(=O)(=O)c3ccccc3)CC2)c([N+](=O)[O-])c1)N1CCOCC1	-17%	0%	-6%	4%	i
CCS(=O)(=O)c1nc(S(=O)(=O)c2ccc(C)cc2)c(NCCCN2CCOCC2)s1	0%	2%	-16%	7%	0.3%
COC(=O)c1cc(-c2ccc(Cl)cc2Cl)n[nH]1	12%	-9%	-1%	8%	0.6%
COc1ccccc1NC(=O)N1CCN(c2ncccn2)CC1	-7%	-3%	-4%	-10%	2.1%
Cc1nc(C)c(Cc2ccccc2Cl)c(=O)[nH]1	-3%	-3%	-6%	-2%	1.8%
OCC[C@@H]1C[C@@H](O)[C@H](O)[C@]2(Cc3ccccc3CCO2)O1	-3%	-3%	-3%	3%	0.3%	inhibitors of VEEV 10K pilot screen=1.1
Cc1cc(-c2ccc(Cl)cc2)n2nc(N)nc2n1	5%	-1%	1%	-6%	0.9%
O=C(CCSc1ccccc1)Nc1nnc(-c2ccccc2)o1	60%	-5%	/	-11%	0.6%
COc1ccc(C(=O)N2CC=C(c3ccccc3)CC2)cc1S(=O)(=O)N1CCOCC1	6%	1%	25%	4%	2.6%
COc1ccccc1CN(C)C(=O)c1cc2ccccc2o1	9%	-5%	?	2%	0.2%
O=C(CSc1ncnc2nc[nH]c12)c1ccccc1	9%	-3%	19%	16%	1.6%
CCCN1CCN(S(=O)(=O)c2ccc(OC)c(Br)c2)CC1	4%	14%	-2%	-19%	0.5%
CCOc1cc(/C=N/Nc2nnc(C)n2N)ccc1O	-2%	-18%	/	2%	1.4%
CN(C)C(CNC(=S)Nc1ccccc1Cl)c1cccnc1 (stereo not given)	3%	-4%	-3%	-3%	0.2%
CCOC(=O)C1CCCC12Nc1cccc3cccc(c13)N2 (stereo not given)	/	/	/	-15%	0.1%
COc1ccccc1OCCCCCc1c(C)n[nH]c1C	10%	-13%	48%	12%	i	inhibitors of VEEV 10K pilot screen=0.9
O=C(NCCCN1CCCC1=O)c1cc(S(=O)(=O)N2CCN(c3ccccc3)CC2)ccc1Cl	/	/	/	-8%	0.7%
Cc1[nH]c2ccc(C(=O)NCCCN(C)C3CCCCC3)cc2c1C	1%	22%	/	3%	i
O=C(CNC1C(=O)Nc2ccccc21)Sc1ccccc1 (stereo not given)	12%	-15%	27%	0%	2.1%
O=C1CC(=O)Nc2cc(S(=O)(=O)N3CCOc4ccccc43)ccc2N1	-4%	2%	14%	20%	0.6%
O=C(NCCOC(=O)C1COc2ccccc2O1)c1cccnc1 (stereo not given)	-2%	0%	7%	-10%	1.0%
C#CCOc1coc(COC(=O)c2ccccc2)cc1=O	5%	-7%	i	0%	0.1%

Retrieved by compound from the list above, two records:
SMILES	M. tuberculosis HTS	Salmonella PhoP GFP	M. tuberculosis	influenza NS1A	inhibitors of VEEV	others
COC(=O)c1cc(-c2ccc(Cl)cc2Cl)n[nH]1	12%	-9%	-1%	8%	0.6%
COc1ccccc1NC(=O)N1CCN(c2ncccn2)CC1	-7%	-3%	-4%	-10%	2.1%

The list goes on.
SMILES	M. tuberculosis HTS	Salmonella PhoP GFP	M. tuberculosis	influenza NS1A	inhibitors of VEEV	others
CSc1ccccc1NC(=O)CN(C)C(=O)c1c(C)nn(Cc2ccccc2)c1C	1%	/	7%	0%	2.7%
CNC(=S)N(Cc1ccc2c(c1)OCO2)C1CC(=O)N(c2ccccc2)C1=O (stereo not given)	-4%	1%	48%	-9%	i
COc1cccc(C(=O)NCCS(=O)(=O)NCC2CCCO2)c1 (stereo not given)	2%	16%	-6%	3%	0.8%
Cc1cc(C)n(CC(C)Nc2nc3nonc3nc2N2CCCCC2)n1 (stereo not given)	-4%	-4%	-1%	-1%	0.8%
COc1ccc(-c2cc(C(=O)Nc3ccc(OC)cc3OC)no2)cc1	3%	-4%	12%	-15%	1.7%
Cc1ccc(-n2c(SCC(N)=O)nnc2-c2ccco2)cc1	7%	-3%	18%	-5%	0.2%
NC(=O)C[C@@H]1N[C@]2(C(=O)Nc3ccccc32)[C@@H]2C(=O)N(c3cc(C(F)(F)F)ccc3Cl)C(=O)[C@H]12	-4%	14%	0%	-2%	4.0%
Cc1ccc(S(=O)(=O)CCN2CCC(O)(c3ccccc3)CC2)cc1	7%	-8%	9%	-4%	i
CNC(=O)C(=O)Nc1ccc(C)cc1C	-5%	8%	-6%	-11%	0.0%
CC(=O)c1cc(Cl)ccc1OCC(=O)Nc1cccc(S(=O)(=O)N2CCCC2)c1	-9%	/	20%	-3%	i
CC(=O)Nc1ccccc1C(=O)C(=O)Nc1ccc(F)c(Cl)c1	0%	-4%	52%	17%	i
CCC(CC)NC(=O)c1cccc([N+](=O)[O-])c1C	4%	0%	-5%	-5%	1.5%
O=C(c1cc(-c2ccc(Cl)cc2)on1)N1CCOCC1	-4%	-7%	20%	-5%	1.1%
CN(C)S(=O)(=O)c1ccc(Cl)c(-c2nnc3n2CCCCC3)c1	2%	7%	1%	-7%	0.3%
Cc1nc2ccccn2c1C(=O)CSc1ccccc1	-4%	1%	39%	-5%	4.0%
COc1ccc(C)cc1S(=O)(=O)NC(C)c1cnn(-c2ccccn2)c1C (stereo not given)	-7%	-5%	39%	2%	1.9%
O=[N+]([O-])c1ccc(C=Nc2cccc3ccccc23)s1	?	-1%	/	-14%	1.9%
COn1c(-c2ccccc2)nc2c1CCc1nonc1-2	-14%	-6%	-9%	6%	5.7%
O=C(CSc1nc2ccc(Cl)cc2[nH]1)Nc1ccc2c(c1)CCC2	?	-4%	74%	-2%	0.6%
O=C(c1ccc(NC2=NC3CS(=O)(=O)CC3S2)cc1)N(CCO)Cc1ccccc1 (stereo not given)	-2%	2%	2%	3%	0.3%
CCOC(=O)CNC(=O)CSc1nnc(-c2ccccc2OC)n1CC	2%	0%	9%	-5%	0.3%
Cn1c(CCc2ccccc2)nnc1SCC(=O)N1CCOCC1	-7%	-7%	-12%	-14%	2.4%
COc1ccc(-c2sc3ccc(N4CCOCC4)cc3c2C#CC(C)(C)O)cc1	2%	/	18%	-8%	0.5%
COc1ccc(C(=O)CC(=O)C(=O)Nc2ccc(Cl)cc2)cc1	2%	-5%	80%	-9%	0.7%
C[C@H](CO)N1C[C@H](C)[C@@H](CN(C)Cc2ccc(Cl)c(Cl)c2)Oc2c(NC(=O)CCC(F)(F)F)cccc2C1=O	6%	/	43%	7%	4.3%

(next part)
SMILES	M. tuberculosis HTS	Salmonella PhoP GFP	M. tuberculosis	influenza NS1A	inhibitors of VEEV	others
COc1ccc(N2C(=O)CC(N(CCc3ccccc3)C(=O)c3ccccc3)C2=O)cc1 (stereo not given)	-1%	5%	-5%	-16%	3.1%
CCN(C(=O)C1CCCN(c2nc(-c3ccc(OC)cc3)no2)C1)c1ccc(OC)cc1 (stereo not given)	-3%	2%	13%	-1%	6.2%
CSCC[C@H](NC(=O)OC(C)(C)C)c1nnc(SCC(=O)Nc2ccc(C)cc2C)o1	5%	-7%	25%	-8%	1.1%
COc1cc2c(c(OC)c1OC)-c1ccc(SC)c(=O)cc1C(NC(=O)c1ccccc1)CC2 (stereo not given)	/	/	/	6%	9.8%
COc1cccc(-c2nc(CSCC(=O)NCC3CCCO3)c(C)o2)c1 (stereo not given)	-9%	-4%	2%	-14%	4.2%
COc1ccc(C(=O)n2nc(C)c(Br)c2C)cc1	-2%	-8%	7%	-3%	6.4%
CC1SCC(=O)N(CC(=O)NCc2ccccc2)C1=O (stereo not given)	-5%	-1%	-9%	4%	0.6%
COc1ccc(NC(=O)c2ccc(CNc3c(NC4CCCCC4)c(=O)c3=O)cc2)c(OC)c1	-6%	/	15%	-7%&2%	3.0%
Cc1nc(NC(=O)c2ccccc2)sc1C1(C)CC(c2c(Cl)cccc2Cl)=NO1 (stereo not given)	/	/	/	15%	7.0%
COc1ccccc1NC(=O)CN(c1ccc([N+](=O)[O-])cc1)S(=O)(=O)c1ccccc1	-1%	4%	9%	3%	i
O=C(Cc1ccccc1)Nc1ccccc1C(=O)O	14%	-7%	62%	-2%	0.8%
COc1ccccc1NC(=O)Nc1nc(CC(=O)NCc2ccccn2)cs1	21%	0%	65%	3%	?
